MITF TRPM1 inh = MITF TRPM1 promoter inhibition in SK-MEL-5 cells; SK-MEL-5 TRPM1 promoter luciferase, 24 h; AID 488899; 330,000 tested, 0.83% active; inhibition, % at 12.5 µM;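 active means mean inhibition across replicates of 60% or more, whatever share of single replicates reaches that level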; further: values of inactives mirror those of a sister screen read the other way
NR2E3 ag-1 = activates human NR2E3 receptor; AID 602229; 360,000 tested, 0.35% active; CHO-S Gal4-NCOR/VP16-NR2E3 two-hybrid, luciferase; Q9Y5X4; inhibition of corepressor binding, % at 3.98 µM;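 active means inhibition above the mean of all tested compounds plus 3 SD, cut at about 70% in these data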;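 further: 0% = DMSO with NR2E3 transfected cells and 100% = cells lacking NR2E3 construct; higher means lower luciferase signal from less NR2E3 corepressor binding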
Target sequence (Q9Y5X4 whole entry, looked up, the tested form may be a part): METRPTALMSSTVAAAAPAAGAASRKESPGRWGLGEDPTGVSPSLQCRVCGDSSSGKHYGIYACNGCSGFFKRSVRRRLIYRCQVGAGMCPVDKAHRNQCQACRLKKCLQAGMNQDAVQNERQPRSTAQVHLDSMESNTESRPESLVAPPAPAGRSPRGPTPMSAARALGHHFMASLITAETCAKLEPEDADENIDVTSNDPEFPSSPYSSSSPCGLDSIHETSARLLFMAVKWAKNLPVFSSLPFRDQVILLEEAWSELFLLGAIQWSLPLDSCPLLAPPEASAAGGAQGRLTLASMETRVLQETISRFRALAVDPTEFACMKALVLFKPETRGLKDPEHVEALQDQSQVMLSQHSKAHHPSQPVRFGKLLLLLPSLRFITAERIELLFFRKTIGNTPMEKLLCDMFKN
HIF-2a inh = blocks HIF-2a reporter activity; 786-0 RCC cells HIF-2a reporter, luciferase luminescence, overnight; inhibition, % at 18.8 µM; 360,000 tested, 0.72% active; AID 624352;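 active means inhibition of the luminescence signal of 40% or more relative to plate controls, in a single-dose primary screen at 18.75 µM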
HTR2A ag = activates the mouse 5-HT2A serotonin receptor; 360,000 tested, 0.66% active; P35363; activation, % at 7.6 µM; CHO-K1 mHTR2A beta-arrestin complementation, luminescence; percent of 30 µM serotonin response;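 active means activation above a run cutoff, the mean activation of all tested compounds plus 3 SD, cut at about 14% in these data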;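 further: 0% = plate median of compound wells and 100% = 30 µM serotonin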
PDI inh = inhibitors of human protein disulfide isomerase. P07237. PDI insulin aggregation turbidity, A650, 90 min. inhibition, % at 10 µM. 350,000 tested, 0.052% active;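 active means mean inhibition across replicates of 30% or more, whatever share of single replicates reach that level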;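 further: absorbance from insulin aggregation driven by PDI reduction with DTT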
Target sequence (P07237 whole entry, looked up): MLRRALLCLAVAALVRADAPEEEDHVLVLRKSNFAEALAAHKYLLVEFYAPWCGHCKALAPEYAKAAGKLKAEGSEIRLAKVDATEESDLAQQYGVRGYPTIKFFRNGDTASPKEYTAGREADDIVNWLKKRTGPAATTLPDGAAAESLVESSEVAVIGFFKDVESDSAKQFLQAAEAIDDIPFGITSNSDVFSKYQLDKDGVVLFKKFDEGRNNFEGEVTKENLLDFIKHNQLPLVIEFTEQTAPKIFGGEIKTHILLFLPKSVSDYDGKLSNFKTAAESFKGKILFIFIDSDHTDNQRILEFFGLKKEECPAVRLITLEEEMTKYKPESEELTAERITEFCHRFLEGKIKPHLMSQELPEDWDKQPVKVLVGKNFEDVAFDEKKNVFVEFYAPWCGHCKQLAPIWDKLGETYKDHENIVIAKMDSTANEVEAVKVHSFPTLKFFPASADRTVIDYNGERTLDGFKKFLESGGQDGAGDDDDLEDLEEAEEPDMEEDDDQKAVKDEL
Shn3 3UTR inh = reduces Shn3 3'UTR luciferase signal in osteoblasts; Clone20 osteoblast Shn3 3'UTR firefly luciferase, 24 h; inhibition, % at 12.5 µM; 360,000 tested, 0.52% active;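 active means mean inhibition of at least 75% with every replicate also reaching 75%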;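 further: 0% = median of neutral control wells and 100% = pilot-screen positive control compound; some compounds past the cut are filed as inactive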
CaV13 FRET inh = Primary screen for inhibitors of IQ motif and Ca2+-dependent inactivation inhibitor domain binding in CACNA1D, Förster resonance energy transfer in living cells, … | HEK cells, CFP/YFP FRET ICDI-IQ, plate reader, 10 min; percent FRET-ratio fall versus neutral wells | inhibition, % at 12.3 µM | 340,000 tested, 0.098% active | AID 743397;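 active means mean replicate inhibition of at least 30% and at least 1% of replicates passing that level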;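 further: 0% = median of the neutral control wells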
Cardio protect = protects H9c2 cardiomyocytes from peroxide injury; 360,000 tested, 0.63% active; protection from H2O2 cell death, % at 20 µM; H2O2 injury protection, ATPLite, 2 h;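 active means compounds giving at least 50% protection of heart cells from peroxide-induced death in the single-dose screen, raw or plate-pattern-corrected value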;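 further: 0% = DMSO wells with peroxide and 100% = DMSO wells without peroxide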
NR2E3 ag-2 = NR2E3 (human) agonism; Q9Y5X4; GST-NR2E3/biotin-RetCOR TR-FRET, 1536-well; inhibition of corepressor binding, % at 4.78 µM; 320,000 tested, 0.12% active; AID 2300;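 active means percent inhibition above the cutoff of mean plus 3 SD of all tested compounds, set per screening campaign, cut at about 20% in these data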;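 further: 0% = DMSO wells and 100% = biotin wells as full block of FRET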
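Test system – NR2E3–RetCOR corepressor complex · Quantity – NR2E3 fusion 1.35 nM · Buffer or medium – Tris pH 7.5 · Incubation – Compound–protein incubation for 5 h at 4 °C · Technique – TR-FRET, Eu(K)-anti-GST donor, streptavidin-D2 acceptor, ex 340, em 617/671 nm · Evaluation – percent inhibition of 671/617 nm emission ratio versus biotin and DMSO controls · Plate – 1536-well format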
Peg3 promoter = reduces Peg3 promoter-driven luciferase expression in HeLa | 360,000 tested, 1.7% active | inhibition, % at 20 µM | AID 588405 | HeLa PEG-Prom luciferase reporter, luminescence, overnight;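 active means inhibition of at least 50% at 20 µM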
iPSC survival up = hiPSC single-cell survival enhancement; ATPlite luminescence; 100% = ROCK inhibitor wells, 0% = DMSO; survival enhancement, % at 20 µM; 360,000 tested, 0.044% active; AID 602274; in the data active means survival enhancement above about 18%;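 further: cells exposed to compounds for 16 hours before the ATP read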
Numbers without * were called inactive; / = not tested or not shown.

SMILES | MITF TRPM1 inh | NR2E3 ag-1 | HIF-2a inh | HTR2A ag | PDI inh | Shn3 3UTR inh | CaV13 FRET inh | Cardio protect | NR2E3 ag-2 | Peg3 promoter | iPSC survival up
COc1ccc(S(=O)(=O)NC2CC3CCC2C3)cc1Br (configuration not stated) | 3 | -10 | 21 | -6 | -2 | 4 | -22 | -9 | 2 | 19 | 0.2
O=C(O)c1ccc(N=Cc2c(O)ccc3ccccc23)cc1 | 10 | -16 | 9 | 6 | -9 | 17 | -4 | 8 | 2 | 17 | -0.3
CCn1cc(/C=C(/C#N)S(=O)(=O)c2ccccc2)cn1 | -11 | 9 | 0 | 2 | 0 | -36 | -10 | 2 | 5 | -9 | 3.9
CC1(c2ccccc2Cl)NC(=O)N(CC(=O)Nc2ccc(N3CCOCC3)cc2)C1=O (configuration not stated) | -5 | -4 | 1 | 0 | -3 | 2 | -5 | 10 | / | -8 | -1.4
O=C(COC(=O)c1ccc(O)cc1)Nc1ccc2c(c1)OCCO2 | -50 | 11 | -69 | -3 | -40 | -60 | -11 | 1 | / | -273 | -0.5
COc1ccc2c(CN3CCCCCCC3)cc(=O)oc2c1 | / | -84 | -150 | -1 | / | -3 | -9 | -1 | / | -136 | -1.3
COc1ccc(CN2C(=O)c3cccnc3C2=O)cc1S(=O)(=O)NCc1ccco1 | -13 | -10 | 0 | 1 | 1 | 5 | -7 | 5 | -3 | 0 | -0.5
CCC(C(=O)Nc1cc(C)cc(C)n1)c1ccccc1 (configuration not stated) | / | 19 | 13 | -3 | -4 | 2 | -4 | -2 | -1 | 0 | -0.4
Cc1cc(=O)oc2cc(OCC(=O)N3CCN(C(=O)C4COc5ccccc5O4)CC3)c(Cl)cc12 (configuration not stated) | -3 | 10 | 0 | -2 | -6 | 12 | -5 | 58* | -3 | -1 | 0.6
CC1CC(C(F)F)n2nc(C(=O)Nc3sc4c(c3C#N)CCC(C(C)(C)C)C4)nc2N1 (configuration not stated) | 1 | -42 | -5 | -1 | 7 | 5 | -4 | -1 | 0 | 25 | 1.0
COc1ccc(NC(=O)C2Cc3c(-c4ccncc4)ccnc3O2)cc1OC (configuration not stated) | / | -6 | -1 | -4 | 1 | -6 | -5 | 7 | / | 13 | 5.4
Cc1[nH]c2ccccc2c1/C=N/NC(=O)CNC(=O)Cc1ccccc1 | 22 | -1 | 23 | 3 | -1 | -1 | -3 | 5 | 1 | 10 | 0.4
COc1cc(Cl)c(C)cc1NC(=O)COC(=O)c1cc[n+]([O-])cc1 | 0 | -12 | 1 | -4 | 1 | 2 | -1 | -3 | 1 | -1 | -0.3
COc1ccc(OC)c(C(C)NC(=O)Nc2cccc(C(C)=O)c2)c1 (configuration not stated) | 6 | 5 | 21 | -6 | -3 | 0 | -6 | 11 | 4 | 14 | -0.6
CC1CCN(S(=O)(=O)c2cn(CC(=O)Nc3cccc(C#N)c3)cn2)CC1 | -4 | 13 | 3 | -5 | -4 | -4 | -14 | -7 | -2 | 16 | -0.2

Single records, from the list above:
COc1ccc(CN2C(=O)c3cccnc3C2=O)cc1S(=O)(=O)NCc1ccco1 is listed as MITF TRPM1 inh = -13; NR2E3 ag-1 = -10; HIF-2a inh = 0; HTR2A ag = 1; PDI inh = 1; Shn3 3UTR inh = 5; CaV13 FRET inh = -7; Cardio protect = 5; NR2E3 ag-2 = -3; Peg3 promoter = 0; iPSC survival up = -0.5
COc1ccc(S(=O)(=O)NC2CC3CCC2C3)cc1Br (configuration not stated) is listed as MITF TRPM1 inh = 3; NR2E3 ag-1 = -10; HIF-2a inh = 21; HTR2A ag = -6; PDI inh = -2; Shn3 3UTR inh = 4; CaV13 FRET inh = -22; Cardio protect = -9; NR2E3 ag-2 = 2; Peg3 promoter = 19; iPSC survival up = 0.2

Further records.
SMILES | MITF TRPM1 inh | NR2E3 ag-1 | HIF-2a inh | HTR2A ag | PDI inh | Shn3 3UTR inh | CaV13 FRET inh | Cardio protect | NR2E3 ag-2 | Peg3 promoter | iPSC survival up
CCOC(=O)COc1ncn(-c2ccccc2)n1 | -1 | -4 | 8 | 0 | 3 | -1 | / | -9 | -1 | 19 | 5.5
COc1ccc(C(=O)NN(C)c2nc(C(F)(F)F)nc3ccccc23)cc1 | 41 | 23 | 36 | -1 | 2 | 34 | -6 | -1 | 1 | 2 | -0.3
Fc1ccc(Nc2nc(-c3ccncc3)nc3ccccc23)cc1F | -17 | -15 | 10 | 3 | -1 | 14 | -2 | -6 | 3 | 54* | -0.8
O=C(Cn1c2[n+](c3ccc(C(F)(F)F)cc31)CCCCC2)c1cccc([N+](=O)[O-])c1 | -7 | -9 | -20 | 0 | -5 | -11 | -6 | 1 | 2 | -7 | -1.7
CCCCCCCCC(=O)N/N=C/c1cccc(Br)c1 | 7 | -4 | -3 | -1 | -6 | -65 | -8 | -9 | 4 | 1 | 1.3
COc1ccc(CCN(C)C(=O)c2c(C)nn(-c3ccccc3)c2C)cc1OC | -5 | -14 | -27 | 0 | -7 | 1 | -6 | 1 | 1 | 6 | 2.6
CCCCNC(=O)Cn1cnc2ccc(S(=O)(=O)N3CCC(C)CC3)cc2c1=O | 4 | 8 | 0 | 10 | 3 | -8 | -11 | 0 | 4 | 8 | -1.4
Cc1cc(C(=O)CN2C(=O)NC3(CCCCC3)C2=O)c(C)n1Cc1ccco1 | -85 | -128 | -204 | -4 | -6 | -95 | -5 | -3 | 1 | -239 | 1.2
CCN(c1ccccc1)S(=O)(=O)c1ccc(OC)c(NC(=O)c2ccco2)c1 | / | -18 | 9 | -4 | 1 | 9 | -5 | -9 | / | 26 | 5.9
O=C(NCc1ccc(F)cc1)C(=O)NCC1OCCN1C(=O)c1cccs1 (configuration not stated) | -7 | -5 | 12 | 4 | 13 | -5 | -3 | 0 | -1 | 22 | 0.0
CCCNC(=O)c1cc(C)no1 | -3 | -25 | 5 | -2 | 6 | 5 | -5 | -1 | 1 | 13 | -0.1
CCS(=O)(=O)c1ccc(Sc2nncn2C)c([N+](=O)[O-])c1 | 10 | -14 | 7 | 15* | -7 | -6 | -7 | 8 | -1 | 0 | -0.7
COc1cccc(/C=N/NC(=O)C(c2ccncc2)N2CCOCC2)c1 (configuration not stated) | / | -39 | 14 | 2 | 3 | -8 | 11 | -1 | -1 | 5 | 0.3
CCOC(=O)C1CCCN(CCC(=O)Nc2c(C(=O)OC)[nH]c3cc(OC)ccc23)C1 (configuration not stated) | 1 | -15 | -11 | 2 | 8 | -33 | -6 | -2 | -6 | -9 | 3.7
Cc1cc(NC(=O)CSc2nnc(-c3cccnc3)n2N)no1 | 12 | -28 | 0 | 4 | -5 | / | -7 | 14 | 1 | 2 | -2.3
Cc1cc(C)n(-c2nc3ccccc3nc2Nc2ccc3[nH]c(=O)[nH]c3c2)n1 | -11 | -2 | 2 | 5 | -4 | 7 | -10 | 4 | 2 | -20 | -1.1
O=c1cc(CO)[nH]cc1OCc1ccccc1 | -5 | -17 | 12 | -1 | 9 | 0 | -4 | 4 | -3 | 13 | -0.3
CCN1C(=O)[C@H]2[C@@H](c3ccc(-c4ccc(C(C)=O)cc4)c(OC)c3)N3CCCC[C@@]3(C(=O)OC)[C@H]2C1=O | -1 | 9 | 15 | -1 | -1 | -1 | -12 | -7 | / | 2 | -2.7
O=C(NCc1cccc(Cl)c1)C1CCN(c2nnc(N3CCCC3=O)s2)CC1 | / | -4 | -15 | 6 | / | -10 | -5 | 3 | 2 | 7 | -3.0
CC1CCC(NC(=O)c2ccc(CNc3c(NC4CCCCC4)c(=O)c3=O)cc2)CC1 (configuration not stated) | -2 | -19 | 8 | 3 | -7 | -15 | -6 | -8 | 4 | 4 | -0.2
CCN(CC)CCC(=O)Nc1cccc2c1C(=O)c1ccccc1C2=O | 71* | -34 | 34 | -3 | 5 | -19 | -27 | 2 | -1 | 107* | -0.1
Cc1ccc(OCC(=O)Nc2ccc(S(=O)(=O)Nc3cc(C)nc(C)n3)cc2)cc1 | -1 | -8 | 11 | 2 | 4 | 0 | -7 | -3 | 0 | -1 | -0.3
COc1cc(OC)cc(C(=O)Nc2ccccc2-c2nnn(CC(N)=O)n2)c1 | -27 | -30 | -12 | 4 | 11 | -1 | 3 | 22 | 3 | -11 | -0.8
O=S(=O)(NCC(c1ccc2c(c1)OCO2)N1CCOCC1)c1ccc(F)cc1 (configuration not stated) | 5 | -2 | 9 | -7 | 0 | -25 | -7 | 3 | 2 | 18 | 0.3
CCN(C(=O)CN1C(=O)COc2ccc(S(=O)(=O)N3CCOCC3)cc21)c1ccc(OC)cc1 | -5 | -36 | 4 | 11 | 5 | 26 | -6 | 3 | 1 | 6 | -0.2
Cc1cc(C)nc(NS(=O)(=O)c2ccc(NC(=O)Nc3ccccc3F)cc2)n1 | / | -10 | 21 | -8 | 1 | -24 | -16 | -3 | 2 | -2 | -0.3

Two of the compounds above, comma-delimited.
Molecule,MITF TRPM1 inh,NR2E3 ag-1,HIF-2a inh,HTR2A ag,PDI inh,Shn3 3UTR inh,CaV13 FRET inh,Cardio protect,NR2E3 ag-2,Peg3 promoter,iPSC survival up
Cc1cc(C)n(-c2nc3ccccc3nc2Nc2ccc3[nH]c(=O)[nH]c3c2)n1,-11,-2,2,5,-4,7,-10,4,2,-20,-1.1
O=c1cc(CO)[nH]cc1OCc1ccccc1,-5,-17,12,-1,9,0,-4,4,-3,13,-0.3
